# Screens: PubChem BioAssay, several laboratories
# GC-A act: GC-A (human) enzyme activation; 370,000 tested, 0.14% active; HEK293 GC-A cells, cGMP TR-FRET, EC30 ANP; 0% at EC30 ANP, 100% saturating ANP; activation, % at 10 µM; in the data active = activation above about 40%
# Target sequence (P16066 whole entry, looked up): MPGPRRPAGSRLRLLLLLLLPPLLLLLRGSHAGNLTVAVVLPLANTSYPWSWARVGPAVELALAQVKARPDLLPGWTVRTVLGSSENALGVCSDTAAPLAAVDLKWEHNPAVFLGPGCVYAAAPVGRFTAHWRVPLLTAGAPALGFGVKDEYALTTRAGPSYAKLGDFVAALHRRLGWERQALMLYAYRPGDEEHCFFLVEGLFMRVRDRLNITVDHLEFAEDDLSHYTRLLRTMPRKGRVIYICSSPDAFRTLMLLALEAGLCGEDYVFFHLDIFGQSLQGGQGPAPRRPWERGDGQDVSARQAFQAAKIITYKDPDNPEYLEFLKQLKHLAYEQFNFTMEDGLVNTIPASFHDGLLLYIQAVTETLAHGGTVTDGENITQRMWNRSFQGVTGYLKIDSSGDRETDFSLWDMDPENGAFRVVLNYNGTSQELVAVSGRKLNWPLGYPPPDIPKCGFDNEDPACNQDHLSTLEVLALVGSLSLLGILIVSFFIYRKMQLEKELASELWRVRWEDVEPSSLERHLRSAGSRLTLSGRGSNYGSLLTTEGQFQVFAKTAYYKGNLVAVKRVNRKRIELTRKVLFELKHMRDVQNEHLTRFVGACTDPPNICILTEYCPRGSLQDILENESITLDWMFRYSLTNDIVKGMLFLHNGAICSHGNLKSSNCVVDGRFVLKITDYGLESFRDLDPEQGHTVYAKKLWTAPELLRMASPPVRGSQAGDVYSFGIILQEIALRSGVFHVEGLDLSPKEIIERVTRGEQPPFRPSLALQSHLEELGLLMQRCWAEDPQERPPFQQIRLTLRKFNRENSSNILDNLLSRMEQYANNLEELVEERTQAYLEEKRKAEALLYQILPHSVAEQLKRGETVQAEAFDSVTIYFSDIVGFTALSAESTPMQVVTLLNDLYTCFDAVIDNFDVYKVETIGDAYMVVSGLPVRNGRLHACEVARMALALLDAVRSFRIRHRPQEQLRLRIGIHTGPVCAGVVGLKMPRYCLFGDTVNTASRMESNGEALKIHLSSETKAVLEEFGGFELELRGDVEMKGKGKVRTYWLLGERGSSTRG
# NPR2 activator: GC-B (human) receptor activation; P20594; HEK293-GC-B cells, CNP EC30, cGMP TR-FRET; 0% at EC30 CNP, 100% saturating CNP; activation, % at 10 µM; 370,000 tested, 0.11% active; AID 1920062;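 active = activation at 10 µM reaching about 35% in either raw or pattern-adjusted values, limit read from the data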
# DAX1 inh-1: inhibits human nuclear receptor DAX1. HEK293 Gal4-DAX1 luciferase reporter, luminescence. 340,000 tested, 0.99% active. inhibition, % at 6.75 µM. AID 504766. P51843;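 active = inhibition above the mean over all tested compounds plus 3 SD, cut at about 4.2% in these data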;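 note: 0% = DAX1-transfected cells with DMSO and 100% = empty-vector control cells with DMSO; inhibition shows as a rise in luminescence from relieved DAX1 repression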
# FXN GAA850 act: increases GAA850 frataxin promoter reporter activity. activation, % at 6 µM. 360,000 tested, 0.56% active. HEK293 lucGAA850 FXN promoter luciferase reporter, 24 h; percent of 10 µM SAHA response;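 active = activation above the average of all compounds screened plus 3 SD, cutoff fixed separately per campaign, cut at about 7.5% in these data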;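 note: 0% = DMSO wells and 100% = 10 µM SAHA wells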
# ADAM10 inh: ADAM10 inhibition, QFRET primary screen; O14672; recombinant ADAM10, EDANS/DABCYL FRET peptide cleavage, 3 h; inhibition, % at 7 µM; 370,000 tested, 0.62% active;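 active = inhibition above a per-campaign cutoff equal to the mean of compounds falling between control-based bounds plus 3 SD, cut at about 20% in these data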;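 note: 0% = DMSO wells while the 100% control is not disclosed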
# hgDAF-12 ag: agonists of H. glycines DAF-12 nuclear receptor; HEK293 GAL4-hgDAF12 UAS-luciferase reporter, agonist luminescence; normalized to butyrate control; activation, % at 6.8 µM; 370,000 tested, 1.8% active;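 active = activation above a cutoff set at the mean of all screened compounds plus 3 SD, cut at about 10% in these data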;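 note: 0% = DMSO wells and 100% = sodium butyrate wells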
# hcDAF12 agonist: H. contortus DAF-12 activation, primary screen; HEK293 hcDAF-12 lit1-tk-luc reporter, luminescence; 0% DMSO, 100% Δ7-dafachronic acid; activation, % at 6.8 µM; 370,000 tested, 1.4% active; AID 652067;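 active = activation above the mean of all tested compounds plus 3 SD, cut at about 5.5% in these data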;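 note: 100% = response to 3 µM Δ7-dafachronic acid high control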
# DAX1 inh-2: DAX1 (NR0B1) inhibition, primary screen. HEK293T StAR-luciferase reporter, SF-1/DAX-1 repression relief. inhibition, % at 6.8 µM. 370,000 tested, 1.1% active. AID 652010;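 active = inhibition above the mean over all tested compounds plus 3 SD, cut at about 3.6% in these data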;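 note: 0% = DAX-1 cells with DMSO and 100% = cells lacking DAX-1 with DMSO; higher inhibition means more luminescence from relief of DAX-1 repression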
# ssDAF12 agonist: activates DAF-12 receptor from parasite S. stercoralis | HEK293 ssDAF-12/GRIP1 lit1-tk-luc reporter, luminescence; % of 3 µM dafachronic acid response | activation, % at 6.8 µM | 370,000 tested, 1% active | AID 652126;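 active = activation above the mean over all tested compounds plus 3 SD, cut at about 0.9% in these data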;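 note: 0% = DMSO-only wells and 100% = 3 µM delta7-dafachronic acid wells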
# SMARCA2 activ: increases SMARCA2 function in MMTV reporter cells | 370,000 tested, 1% active | activation, % at 9.1 µM | AID 652017 | MG213 cells, MMTV-luciferase reporter, dexamethasone, overnight; in the data active = activation above about 7.8%;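 note: 0% = vehicle wells and 100% = reference activator wells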
# HGIII-sPLA2 inh: Inhibits HGIII-sPLA2 liposome hydrolysis, primary screen | inhibition, % at 12.2 µM | 370,000 tested, 0.56% active | QFRET BODIPY PC-A2 liposome hydrolysis, fluorescence | Q9NZ20 | AID 743126;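 active = inhibition above mean plus 3 SD of compounds lying within the high and low control bounds, cut at about 19% in these data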;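 note: 0% = median of test compound wells and 100% = no enzyme DMSO wells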
# Active calls of the source: *; x = no result given. Not all compounds are listed; count on the stated rates, not on these rows.
SMILES,GC-A act,NPR2 activator,DAX1 inh-1,FXN GAA850 act,ADAM10 inh,hgDAF-12 ag,hcDAF12 agonist,DAX1 inh-2,ssDAF12 agonist,SMARCA2 activ,HGIII-sPLA2 inh
C=CCn1c(O)c(C(C)=NCCCN2CCOCC2)c(=O)[nH]c1=O,2,5,-0.1,2.5,-7,-1.5,-1.1,1.2,-1.4,-2,7
O=C(CCC(=O)N1CCC2(CC1)OCCO2)Nc1nnc(C(F)(F)F)s1,-1,2,1.1,-0.2,-10,1.2,0.0,0.1,-1.1,1,3
COc1ccc(OCC#CCN2CCCCCC2)cc1,4,1,1.9,3.6,-7,5.7,1.6,-0.5,-1.1,1,-6
NC(Cc1ccccc1Cl)c1nn[nH]n1 (stereo not drawn),0,-1,0.5,-1.4,4,1.2,-1.0,1.7,0.1,-5,1
COc1ccccc1-n1c(/C=C/c2ccccn2)nc2ccccc2c1=O,-1,-1,-1.7,-0.1,3,-2.0,-3.6,-1.7,-0.8,-2,0
Cc1ccc(CN2CCSc3ccc(C(=O)N4CCC5(CC4)OCCO5)cc32)cc1,-1,0,0.2,1.6,-147,-0.4,3.0,1.3,-1.3,-4,6
CN(C)C(=O)Oc1ccc(C(=O)c2ccccc2)cc1,4,3,0.2,7.4,-9,6.1,3.1,1.2,-1.1,7.9*,-3
N=Cc1c(O)n(-c2cccc(Cl)c2)c(=O)[nH]c1=O,8,9,-0.4,-2.2,-6,-0.5,-0.7,-0.1,-1.2,-1,-1
Cc1cccc(N2C(=O)NC(=O)C3(Cc4cc(C)ccc4N(C)C3)C2=O)c1 (stereo not drawn),-2,0,0.1,1.9,0,3.7,4.2,-0.2,0.0,-2,-16
COc1cccc(N2C(=O)NC(=O)/C(=C\c3ccc([N+](=O)[O-])s3)C2=O)c1,-1,-2,x,-1.3,-2,-2.6,-0.4,-0.3,-1.3,0,-16
CCCCn1c(O)c(C=NCCCN(CC)CC)c(=O)[nH]c1=O,-5,-8,0.6,0.9,1,-0.4,-1.2,-0.2,-1.2,0,2
CC(=O)O[C@H]1C[C@@H]2OC3C=C(C)CCC3(C)[C@@]1(C)[C@@]21CO1 (stereo partly drawn),0,4,-6.4,-15,-2,-15,-5.1,-9.6,-2.8,-8,-6
CN1CCN(Cc2cc3c(cc2[N+](=O)[O-])OCO3)CC1,-4,0,0.7,-0.6,-10,0.8,-1.9,0.0,-1.4,-2,-2
CNS(=O)(=O)c1ccc(N=Cc2c(O)n(-c3ccccc3)c(=O)[nH]c2=O)cc1,0,0,2.6,1.5,-2,2.5,-0.5,-0.5,-0.6,-3,0
COc1ccc(CN2CCCC(C(=O)c3cccc(Cl)c3)C2)cc1 (stereo not drawn),1,-6,-1.0,-2.2,-3,-0.7,-0.7,0.5,-1.1,-1,0
C[C@]12CCCCC1=CC(=O)C1C2CC[C@@]2(C)C1C[C@@H](F)[C@@H]2O (stereo partly drawn),1,-2,-1.2,0.3,-2,-3.5,-1.9,-1.2,-1.4,-3,0
CN1C(=O)C(=Cc2ccc(OCCN(C)c3ccccn3)cc2)C(=O)N(C)C1=O,-2,-5,-0.2,-1.7,-11,-2.0,3.0,-0.2,-1.1,7,2
CC1(C)NCCN2C(=O)CSC21 (stereo not drawn),5,5,0.7,-0.2,7,0.2,-1.3,-0.3,-1.4,-3,13
O=c1c2ccccc2nc(/C=C/c2ccc(O)c(O)c2)n1-c1ccccc1,-1,28,-1.9,1.1,-19,-6.6,-3.7,-1.9,-1.4,-3,18
CCOC(=O)C1=CC(=C2C(=O)N(CC)C(=S)N(CC)C2=O)c2ccccc2O1,-1,2,x,x,4,-1.9,-0.6,-0.4,-0.9,-2,-5
Cc1cc(/C=C2\C(=O)NC(=O)N(c3ccc(Cl)cc3)C2=O)c(C)n1-c1sc2c(c1C#N)CCCC2,4,-7,0.7,-0.2,7,-3.2,-2.1,-0.3,-2.1,0,-11
C[Se]C[C@@H](N)C(=O)O,1,5,0.7,-1.7,0,-1.1,-0.7,-0.1,-1.0,-3,5
Cc1cc(OCC(=O)NCC(O)c2ccccc2)c2c3c(c(=O)oc2c1)CCC3 (stereo not drawn),-3,-12,1.0,1.8,-68,3.3,3.2,-2.8,-0.6,1,2
Oc1cc2c(cc1CN1CCN(c3ccccc3)CC1)CCC2,-3,-4,-1.7,1.6,5,1.0,-0.1,0.1,-1.3,-6,0
O=C(c1cc([N+](=O)[O-])ccc1N1CCNCC1)N1CCOCC1,3,-2,0.0,2.0,3,-2.9,1.6,0.0,-1.3,-2,5
Cc1ccc(C)c(OCc2cc(C(=O)N3C[C@H]4C[C@@H](C3)c3cccc(=O)n3C4)no2)c1,1,-2,-0.1,2.3,-14,0.6,1.7,-0.5,-1.1,-2,-8
O=C(NCCN1CCC2(CC1)C(=O)NCN2c1cccc(F)c1)c1ccc2ccccc2c1,-10,-10,x,x,3,-0.1,-1.6,0.0,-0.7,-5,-2
O=C(O)CCn1cc(C=C2C(=O)NC(=S)NC2=O)c(-c2cc3ccccc3oc2=O)n1,-3,-3,0.9,-0.7,-136,-2.3,-0.1,1.6,-1.9,-4,4
CCn1c(=O)n(CC(=O)N2CCC3(CC2)OCCO3)c(=O)c2ccccc21,2,4,1.3,0.8,-4,-1.1,-1.7,-0.1,-1.6,0,-2
CCOP(=S)(NN(Cc1ccccc1)C(=O)c1ccccc1)OCC,-7,-4,-1.5,-0.7,5,-0.1,-1.3,-0.7,-1.3,-2,-5
Cc1cccc(N2C(=O)NC(=O)/C(=C\c3cnc(-c4ccccc4)nc3)C2=O)c1,2,-6,-0.2,4.4,1,0.2,1.5,0.8,-0.7,0,-8
COc1ccc(NC(=O)CN2C3CCC2CC(O)(c2cccnc2)C3)cc1OC (stereo not drawn),0,0,0.1,-0.4,4,0.1,-0.2,1.2,-0.5,-2,4
CN1CCN(c2ccc([N+](=O)[O-])c(N3CCCCC3)c2)CC1,4,5,0.6,-1.4,-1,4.3,-1.6,-0.5,-0.7,2,-5
COc1ccc(Br)cc1CNCCc1cccc(Cl)c1,-51,-24,1.4,-0.3,-5,0.3,-1.3,-0.4,-1.4,0,-8
CCC(C)n1c(O)c(C=NC(C)c2ccccc2)c(=O)[nH]c1=S (stereo not drawn),2,4,0.1,-0.5,-3,-0.7,-1.2,0.1,-1.7,-1,7
COC(=O)C1=C(c2ccccc2OCc2ccccc2)C[C@@H]2CC[C@H]1N2C(=O)NCc1cccc(C(F)(F)F)c1,-7,-3,0.4,-3.1,6,-0.9,-1.7,-0.6,-1.5,1,-14
CCCCn1c(C)c(C(=O)OCC)c2c(CN3CCOCC3)c(O)ccc21,1,2,-0.6,-1.4,-5,-1.0,3.0,0.3,-1.7,0,-6
O=c1[nH]c(=O)n(Cc2ccco2)c(O)c1C=NCc1cccs1,0,-1,-0.4,1.4,-1,0.3,-0.6,-0.1,-1.1,0,2
CC12CCC3C(CCC4(O)CC(O)CCC34C=NO)C1(O)CCC2C1=COC(=O)C1 (stereo not drawn),-4,-4,-6.2,-14,-6,-16,-6.3,-7.2,-2.8,-10,11
CC(C)Cc1[nH]c(=O)c(C#N)c2c1CCC2,-3,-1,1.4,2.0,-428,0.1,-1.2,-0.3,-1.1,-2,1

# Pulled one by one from the list above, 2 records:
SMILES,GC-A act,NPR2 activator,DAX1 inh-1,FXN GAA850 act,ADAM10 inh,hgDAF-12 ag,hcDAF12 agonist,DAX1 inh-2,ssDAF12 agonist,SMARCA2 activ,HGIII-sPLA2 inh
N=Cc1c(O)n(-c2cccc(Cl)c2)c(=O)[nH]c1=O,8,9,-0.4,-2.2,-6,-0.5,-0.7,-0.1,-1.2,-1,-1
Cc1cc(/C=C2\C(=O)NC(=O)N(c3ccc(Cl)cc3)C2=O)c(C)n1-c1sc2c(c1C#N)CCCC2,4,-7,0.7,-0.2,7,-3.2,-2.1,-0.3,-2.1,0,-11

# (list continues)
SMILES,GC-A act,NPR2 activator,DAX1 inh-1,FXN GAA850 act,ADAM10 inh,hgDAF-12 ag,hcDAF12 agonist,DAX1 inh-2,ssDAF12 agonist,SMARCA2 activ,HGIII-sPLA2 inh
C[C@H](CO)N1C[C@H](C)[C@H](CN(C)C(=O)Oc2ccccc2)OCc2cnnn2CCCC1=O,2,1,1.0,0.8,-5,2.6,0.4,1.1,-0.4,5,3
CCN1c2nc3ccccn3c(=O)c2CC2(C(=O)N(C)C(=O)N(C)C2=O)C1C (stereo not drawn),1,0,0.5,-1.6,-46,0.8,0.5,0.4,-1.6,0,1
CCCCCn1c(=O)c(C(=O)Nc2ncccc2C)c(O)c2ccccc21,0,0,1.3,0.2,-8,1.4,2.0,0.1,-0.6,-1,7
COC(=O)C1=Nc2ccccc2/C1=C\c1c(O)n(-c2ccc(Br)cc2)c(=O)[nH]c1=O,-1,2,0.4,2.8,-49,-2.4,1.2,-0.7,-0.8,1,-10
CCOc1cccc(N2C(=O)/C(=C/c3ccco3)C(=O)NC2=S)c1,-7,3,1.8,0.8,-1,2.4,-1.0,-0.6,-1.0,1,-4
COC(=O)C1=C(c2cccc(OC)c2OC)C[C@@H]2CC[C@H]1N2C(=O)NCc1ccc(F)cc1,-2,-7,0.2,-0.4,0,1.5,-0.6,0.0,-1.8,-1,3
O=S1(=O)CCN(CCc2c[nH]c3ccccc23)CC1,-2,1,3.2,0.4,-3,-1.9,-0.3,-0.1,-1.4,5,-2
Cc1ccc(C)c(-n2c(C)nc3ccccc3c2=O)c1,-2,4,x,2.1,0,-0.7,0.6,-0.9,-1.4,-6,12
CC1=CC(=C2C(=O)NC(=S)NC2=O)C=C(C(F)(F)F)N1Cc1ccccc1,-16,-12,-0.8,-2.7,-9,-2.5,-1.7,-3.5,-1.9,0,3
CC(Cc1cccs1)NCc1ccccc1 (stereo not drawn),-7,1,-0.1,0.3,5,-1.9,0.3,-0.1,-1.6,2,-2
O=C(Nc1ccccc1)OC1CN=C(N[N+](=O)[O-])NC1 (stereo not drawn),-4,0,1.1,0.1,2,0.1,-1.6,-0.2,-0.9,-1,3
O=c1c2ccccc2nc(CN2CCOCC2)n1-c1ccccc1F,-3,3,-0.7,2.4,0,-1.1,-1.6,-0.5,-0.9,0,4
Nc1ccc(Cc2ccc(N)cc2)cc1,0,8,-1.5,-1.5,-10,2.5,-0.8,0.3,-0.9,-6,6
Cc1nc2ccccc2n1C1CCN(Cc2nnnn2CCc2ccccc2)CC1,-4,0,0.2,1.6,6,-2.4,-2.8,-0.7,-0.2,-3,-4
C=CCn1c(O)c(C(CC)=NCCc2ccccc2)c(=O)[nH]c1=O,12,16,2.2,-2.1,5,-3.1,-1.8,0.4,-1.5,7,1
COc1ccccc1-n1c(-c2ccccc2)nc2ccccc2c1=O,-18,-6,-1.2,-1.3,-4,0.5,-0.1,-0.1,0.0,1,3
CCOC(=O)C1=C(N)OC2=C(C(=O)CCC2)[C@]12C(=O)N(CC(N)=O)c1ccccc12,-2,2,2.7,1.6,-2,-1.9,0.9,0.7,-1.0,4,-3
Cc1cccc(N2C(=O)NC(=O)/C(=C\c3cc(C)n(-c4sc5c(c4C#N)CCCC5)c3C)C2=O)c1C,7,-5,-0.7,2.9,-3,-2.7,-2.3,-0.4,-0.9,-3,-5
